ASAP1 inh: blocks human ASAP1-stimulated Arf1 GTP hydrolysis; Q9ULH1; GDP FP detection; inhibition, % at 16.5 µM; 360,000 compounds, 0.19% hits; AID 624377; in the data active means inhibition above about 25%;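 further: 0% = vehicle with enzyme and substrate and 100% = no enzyme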
Tn6 DDE FP: inhibitors of Tn6 peptide binding to human fibrin DD(E); inhibition, % at 8.3 µM; AID 720509; 370,000 compounds, 0.21% hits; Fibrin DD(E) TRITC-Tn6 fluorescence polarization displacement; P02675;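 active means inhibition above a per-campaign cutoff: mean of compounds within control limits plus 3 SD, cut at about 15% in these data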;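 further: 0% = median of all compound wells on the plate and 100% = blocking peptide control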
PLC-beta3 inh: blocks human PLC-beta3 enzyme activity | 370,000 compounds, 0.18% hits | inhibition, % at 12.2 µM | AID 720704 | Purified PLC-beta3, fluorogenic substrate, fluorescence; in the data active means inhibition above about 11%;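 further: 0% = median of compound wells on plate and 100% = full blocker control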
Target sequence (Q01970 whole entry, looked up): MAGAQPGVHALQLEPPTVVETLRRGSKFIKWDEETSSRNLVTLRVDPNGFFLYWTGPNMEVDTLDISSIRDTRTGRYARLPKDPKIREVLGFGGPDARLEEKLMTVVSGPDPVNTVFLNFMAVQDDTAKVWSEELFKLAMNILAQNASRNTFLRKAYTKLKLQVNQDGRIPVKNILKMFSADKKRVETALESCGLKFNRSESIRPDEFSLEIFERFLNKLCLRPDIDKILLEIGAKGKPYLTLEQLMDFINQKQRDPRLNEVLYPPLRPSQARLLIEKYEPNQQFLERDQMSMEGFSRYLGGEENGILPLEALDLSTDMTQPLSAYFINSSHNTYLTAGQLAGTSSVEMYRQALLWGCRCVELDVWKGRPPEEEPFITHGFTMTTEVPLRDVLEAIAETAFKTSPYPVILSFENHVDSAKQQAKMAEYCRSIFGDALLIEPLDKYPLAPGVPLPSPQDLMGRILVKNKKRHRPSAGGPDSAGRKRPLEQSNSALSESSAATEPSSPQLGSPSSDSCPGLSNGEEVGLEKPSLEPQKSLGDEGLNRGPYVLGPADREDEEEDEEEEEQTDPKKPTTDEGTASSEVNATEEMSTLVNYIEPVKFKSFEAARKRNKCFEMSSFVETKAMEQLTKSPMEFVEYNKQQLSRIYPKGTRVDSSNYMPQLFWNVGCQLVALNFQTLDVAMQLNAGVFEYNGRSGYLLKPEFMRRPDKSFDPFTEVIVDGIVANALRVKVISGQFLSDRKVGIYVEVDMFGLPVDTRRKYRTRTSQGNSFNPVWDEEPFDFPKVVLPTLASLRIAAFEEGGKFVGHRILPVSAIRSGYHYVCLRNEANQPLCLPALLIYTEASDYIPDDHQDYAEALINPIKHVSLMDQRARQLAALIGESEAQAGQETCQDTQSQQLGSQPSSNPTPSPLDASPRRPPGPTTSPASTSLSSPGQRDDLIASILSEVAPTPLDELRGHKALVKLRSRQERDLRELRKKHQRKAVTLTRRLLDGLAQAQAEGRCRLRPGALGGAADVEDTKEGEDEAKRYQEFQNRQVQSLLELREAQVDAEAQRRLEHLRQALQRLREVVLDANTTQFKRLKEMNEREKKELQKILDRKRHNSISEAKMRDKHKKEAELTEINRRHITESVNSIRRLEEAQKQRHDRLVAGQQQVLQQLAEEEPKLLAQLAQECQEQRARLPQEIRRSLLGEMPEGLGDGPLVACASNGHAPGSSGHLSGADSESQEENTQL
ADAM10 inh: ADAM10 inhibition, QFRET primary screen; O14672; recombinant ADAM10, EDANS/DABCYL FRET peptide cleavage, 3 h; inhibition, % at 7 µM; 370,000 compounds, 0.62% hits;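 active means inhibition above a per-campaign cutoff equal to the mean of compounds falling between control-based bounds plus 3 SD, cut at about 20% in these data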;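 further: 0% = DMSO wells while the 100% control is not disclosed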
Tn7 DDE FP: DD(E)-Tn7 binding inhibition, primary FP screen; P02675; FP displacement of FITC-Tn7 peptide from fibrin DD(E); 0% = median of compound wells per plate; inhibition, % at 8.3 µM; 370,000 compounds, 0.13% hits;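 active means inhibition above the mean of compounds falling within the control limits plus 3 SD of them, cut at about 14% in these data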;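 further: 0% = plate median of compound wells and 100% = 10 µM Aha-Tn7 peptide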
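Assay system: human fibrin DD(E) protein / Input: 2 µM fibrin DD(E) / Benchmarks: high control of 10 µM Aha-Tn7 peptide / Measured by: fluorescence polarization of the labelled Tn7 tracer / Medium: Tris buffer with calcium and detergent, pH 7.8 / Timing: 10 min compound pre-incubation, 3 h probe incubation at room temperature / Repeats: one replicate per compound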
ARFGAP1 inh: inhibitors of rat ARFGAP1. Q62848. Arfgap1-stimulated ARF1 GTP hydrolysis, GDP FP detection. inhibition, % at 16.5 µM. 360,000 compounds, 0.26% hits. AID 651572;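 active means inhibition above a per-plate limit, mean inhibition of low control wells plus 3 SD, cut at about 25% in these data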;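 further: 0% = DMSO wells with enzyme and 100% = wells lacking Arfgap1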
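material = rat Arfgap1 catalytic domain, aa 1-136 | also added = human ARF1(Δ1-17)-GTP substrate | compound dosing = one concentration, 16.5 µM, DMSO 1.26% | times = GTP hydrolysis reaction 2 h at 25 °C | measured by = FP, GDP Alexa 633 tracer displaced from anti-GDP antibody, 620/688 nm | evaluation = percent inhibition of Arfgap1-stimulated GTP hydrolysis | replication = single well per compound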
TDP2 absorb: blocks human TDP2 phosphodiesterase activity; inhibition, % at 12.8 µM; 370,000 compounds, 0.34% hits; recombinant TDP2, T5PNP hydrolysis, p-nitrophenol absorbance 415 nm;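 active means inhibition above the mean of all tested compounds plus 3 SD, set per campaign, cut at about 25% in these data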;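 further: 0% = DMSO with enzyme and 100% = buffer with substrate but no TDP2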
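System: recombinant human TDP2 / Amount: 120 nM TDP2 per well / Also added: 5 mM T5PNP chromogenic substrate / Doses: 12.8 µM single point, 1% DMSO / Incubation: 2 h at 37 °C / Detection: p-Nitrophenol epi absorbance / Evaluation: % inhibition relative to enzyme-containing and enzyme-free wells / Repeats: singlicate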
PLCg1 inh: PLC-gamma1 (human) inhibition, primary screen; P19174; purified PLC-gamma1, fluorogenic substrate, fluorescence; inhibition, % at 12.2 µM; 370,000 compounds, 0.84% hits; AID 720700; in the data active means inhibition above about 9.5%
SIAE primary: blocks human sialic acid acetylesterase. Q9HAT2. 370,000 compounds, 0.69% hits. inhibition, % at 9.66 µM. SIAE FP-Rh probe binding, fluorescence polarization;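 active means inhibition above a cutoff: mean of compounds within the control limits plus 3 SD of those, cut at about 17% in these data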;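 further: 0% = plate median of compound wells and 100% = probe without SIAE protein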
ADAM17 inh: inhibitors of human ADAM17 | P78536 | recombinant ADAM17, EDANS/DABCYL FRET peptide cleavage | inhibition, % at 6.95 µM | 370,000 compounds, 0.83% hits;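 active means inhibition above the mean of compounds lying between control limits plus 3 SD, set per campaign, cut at about 8.5% in these data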;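 further: 0% = DMSO-only wells as the low control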
The depositor's hits bear a star; i = inactive; x = not tested or not shown.

item	molecule	TDP2 absorb	ARFGAP1 inh	SIAE primary	PLC-beta3 inh	PLCg1 inh
1	COc1ccc2ccccc2c1CNCCCN1CCOCC1	1	16	1	-2	0
2	CCOc1ccccc1NC(=O)c1cccc2c1C(=O)N(C1CCCCC1)C2	-12	16	-4	-8	-2
3	CCC(CC)C(=O)N1CC(=O)Nc2ccc(Br)cc2C1c1ccccc1 (configuration not stated)	1	-6	-2	0	0
4	CN1CCN(C(=O)c2cccc(-c3ccc4nncn4c3)c2)CC1	12	6	-1	-4	-1
5	Cc1ccc(-c2nc(CNC(=O)c3cc(C)on3)cs2)cc1	-4	2	-5	-8	-2
6	COc1ccccc1Nc1nc(C)cc(C)c1C(N)=O	10	4	11	2	1
7	Cc1cc(S(=O)(=O)Nc2ccc(C(=O)NCC(C)(C)N3CCOCC3)cc2)ccc1F	4	7	-3	-2	1
8	NS(=O)(=O)c1ccc(O)c(N2C(=O)c3cccc4c(C(=O)O)ccc(c34)C2=O)c1	-2	5	4	9	6
9	C=CCNC(=O)CSc1nc2scc(-c3ccco3)c2c(=O)n1CC=C	9	14	3	-17	-10
10	CC1CCN(c2ccc(C(=O)O)cc2NS(=O)(=O)c2ccccc2[N+](=O)[O-])CC1	6	x	1	2	3
11	O=C(Cc1csc(Nc2nc(=S)[nH]c3ccccc23)n1)N1CCN(c2cccc(Cl)c2)CC1	-18	-1	-10	-10	-4
12	CN1CCC(OC(=O)c2cccc(Cl)c2)CC1	7	-7	0	-7	1

item	ADAM10 inh	ASAP1 inh	ADAM17 inh	Tn6 DDE FP	Tn7 DDE FP
1	-1	-13	-6	2	11
2	-7	-1	-5	0	5
3	-8	8	0	-4	-3
4	-7	-1	-2	2	0
5	4	-9	-3	-2	3
6	3	5	-3	2	2
7	1	4	-1	3	-1
8	13	1	4	-4	2
9	-8	6	-7	5	-2
10	0	x	1	5	0
11	0	-1	-3	1	-1
12	-6	1	-4	-5	1

Continued:
item	molecule	TDP2 absorb	ARFGAP1 inh	SIAE primary	PLC-beta3 inh	PLCg1 inh
13	Cc1occc1-c1nnc(SCC(=O)NCCc2ccccc2)n1Cc1ccccc1	6	-8	-3	-3	-1
14	O=C(NCCCN1CCCCC1)C1CCN(S(=O)(=O)N2CCC3(CC2)OCCO3)CC1	10	5	-2	-7	-3
15	O=C1NC(NS(=O)(=O)c2ccc(Cl)cc2)(C(F)(F)F)C(=O)N1Cc1cccnc1 (configuration not stated)	0	4	-6	-3	1
16	CCCN1CNC(=S)N(CC2CCCO2)C1 (configuration not stated)	-4	-5	1	-1	2
17	CCCC(=O)NC(NC1CCS(=O)(=O)C1)C(Cl)(Cl)Cl (configuration not stated)	6	-3	-2	3	-1
18	C=CCOC(=O)C1=C[C@H](c2ccc(Br)cc2)C[C@H](OCCCCO)O1	-8	5	-2	1	2
19	CCOc1ccc(NC(=O)c2ccccc2NC(=O)CN(C)CC(=O)Nc2ccc(C)cc2)cc1	-3	-1	6	1	4
20	Cc1ccc(NC(=O)CN2CCN(Cc3ccccc3)CC2)cc1F	-19	3	-4	-2	5
21	CC(OC(=O)/C=C/c1cccc(C(F)(F)F)c1)C(=O)NC1CCCCC1C (configuration not stated)	-8	0	-5	-4	1
22	O=C(CSC(=S)N1CCSCC1)c1ccc(Cl)cc1	3	-2	1	1	3
23	CCc1ccc(NC(=O)NCC2CCN(Cc3cccc(Cl)c3)CC2)cc1	4	13	-5	0	2
24	O=c1oc(-c2ccco2)nc2c1cnn2-c1ccccc1	-3	-7	3	-1	1

item	ADAM10 inh	ASAP1 inh	ADAM17 inh	Tn6 DDE FP	Tn7 DDE FP
13	6	8	-4	7	10
14	-3	-3	-3	-9	0
15	-3	-16	-1	-1	-4
16	6	-4	-1	-6	9
17	-7	-5	0	3	0
18	5	2	1	-8	-2
19	14	2	6	0	4
20	18	9	0	-4	-4
21	-1	-4	-6	4	1
22	4	-8	1	-3	-8
23	-1	2	0	12	4
24	1	-6	-3	-3	-1

Next part, overlapping the part above by two compounds.
item	molecule	TDP2 absorb	ARFGAP1 inh	SIAE primary	PLC-beta3 inh	PLCg1 inh
23	CCc1ccc(NC(=O)NCC2CCN(Cc3cccc(Cl)c3)CC2)cc1	4	13	-5	0	2
24	O=c1oc(-c2ccco2)nc2c1cnn2-c1ccccc1	-3	-7	3	-1	1
25	Cc1c(Cl)c([N+](=O)[O-])nn1CC(=O)NCc1ccco1	4	-3	-1	2	4
26	COc1cc(OC)c(/C=N/n2c(C)nnc2C)c(OC)c1	-15	-9	-2	-7	-9
27	CCOc1ccccc1Nc1nnc(SCC(=O)N(C)C2CCS(=O)(=O)C2)s1 (configuration not stated)	2	13	4	4	5
28	Cc1ccc(NC(=O)Cn2nnc(C(=O)NCc3ccco3)c2N)cc1	6	-8	2	3	1
29	CN(Cc1ccccc1)C(=O)C(C(=O)c1ccc(F)cc1)n1cc(Cl)ccc1=O (configuration not stated)	-6	-2	1	-8	-1
30	Cc1ccc(C2=NS(=O)(=O)N(C)C(C(=O)Nc3cc(C)n(CC(=O)N4CCC(C)CC4)n3)=C2)cc1	4	-6	-1	-2	4
31	Cc1c(CC(=O)N2CCN(C(=O)C3COc4ccccc4O3)CC2)c(=O)oc2cc(O)cc(O)c12 (configuration not stated)	4	0	2	i	i
32	CCOC(=O)C1Oc2ccccc2C(c2ccc(F)cc2)=C1C(=O)OC (configuration not stated)	-8	-1	-10	-8	4
33	O=C(Nc1ccc(N2CCN(C(=O)C3CC3)CC2)cc1)c1cccs1	-2	20	-4	0	-2
34	C[C@@H](c1ccccc1)N1C[C@@H](COCc2ccccc2)Oc2cc(N3CC[C@H](N(C)C)C3)ccc2S1(=O)=O	-2	-1	5	2	0
35	Cc1ccc(O)c(-c2cc(C(F)(F)F)[nH]n2)c1	-2	9	-8	0	3
36	CCCCCCN1C(=O)C(O)=C(C(C)=O)C1c1ccccc1[N+](=O)[O-] (configuration not stated)	5	-2	8	-38	-40

item	ADAM10 inh	ASAP1 inh	ADAM17 inh	Tn6 DDE FP	Tn7 DDE FP
23	-1	2	0	12	4
24	1	-6	-3	-3	-1
25	3	-9	1	2	0
26	-1	1	0	-1	-8
27	6	-6	0	0	-4
28	5	3	2	-2	2
29	-16	2	-4	5	0
30	13	-3	3	-3	1
31	i	-8	i	8	8
32	7	-10	6	0	-7
33	-1	13	-1	-3	-5
34	-16	16	0	-7	0
35	0	3	2	-3	-3
36	-87	2	-28	1	-4

Among those listed so far, two have a COOH group.
item	molecule	TDP2 absorb	ARFGAP1 inh	SIAE primary	PLC-beta3 inh	PLCg1 inh
8	NS(=O)(=O)c1ccc(O)c(N2C(=O)c3cccc4c(C(=O)O)ccc(c34)C2=O)c1	-2	5	4	9	6
10	CC1CCN(c2ccc(C(=O)O)cc2NS(=O)(=O)c2ccccc2[N+](=O)[O-])CC1	6	x	1	2	3

item	ADAM10 inh	ASAP1 inh	ADAM17 inh	Tn6 DDE FP	Tn7 DDE FP
8	13	1	4	-4	2
10	0	x	1	5	0

Next section:
item	molecule	TDP2 absorb	ARFGAP1 inh	SIAE primary	PLC-beta3 inh	PLCg1 inh
37	O=C(CN1C(=O)C2CCCCC2C1=O)Nc1cccc([N+](=O)[O-])c1 (configuration not stated)	1	4	-8	-3	0
38	O=C(c1ccco1)N1CCN(S(=O)(=O)c2ccc3c(c2)CCN3C(=O)C2CC2)CC1	5	-12	5	4	-2
39	N#CCOc1ccccc1/C=C/c1nc2ccccc2c(=O)[nH]1	10	-4	-1	-35	-21
40	Cc1cccc(C)c1NC(=O)CNC(=O)c1ccc2c(c1)OCCO2	-2	-9	5	-5	-1
41	CN(CC1CCCO1)S(=O)(=O)c1ccc(C(=O)Nc2nccs2)cc1 (configuration not stated)	5	-1	2	-5	3
42	CCOC(=O)c1ccc(NC(=O)C2COc3ccccc3O2)cc1 (configuration not stated)	4	-5	3	-10	0
43	COc1ccc2c(CCNC(N)=S)c[nH]c2c1	6	-10	8	-10	0
44	CCc1n(CC(O)COCc2ccccc2)c2ccccc2[n+]1C (configuration not stated)	-3	19	-3	2	3
45	O=C(O)CC1NC(=S)N(Cc2ccccc2)C1=O (configuration not stated)	0	5	0	1	1
46	Cc1ccc(C(=O)N2CCC[C@@H]2C(=O)N2CCC[C@@H]2C(=O)NCc2ccccc2)cc1	8	0	2	1	0
47	CN(C(=O)CSc1nc(-c2ccccc2)cs1)C1CCS(=O)(=O)C1 (configuration not stated)	-6	-20	2	7	2
48	Cc1cc(C)n(CCC(=O)N2CCN(S(=O)(=O)c3ccc(C)c(C)c3)CC2)n1	0	15	2	-5	-2

item	ADAM10 inh	ASAP1 inh	ADAM17 inh	Tn6 DDE FP	Tn7 DDE FP
37	-19	6	-5	0	6
38	1	-11	-3	-5	6
39	-19	7	-11	-3	-11
40	-10	-8	1	5	-4
41	3	-2	2	-1	-7
42	5	4	0	-9	2
43	2	-1	-8	7	4
44	2	-5	0	1	-2
45	-2	5	-3	1	-5
46	0	-4	-2	3	9
47	11	7	1	6	4
48	-6	1	-1	-3	7

Next structures follow:
item	molecule	TDP2 absorb	ARFGAP1 inh	SIAE primary	PLC-beta3 inh	PLCg1 inh
49	CCCCn1c(N)c(N(CC)C(=O)c2ccco2)c(=O)[nH]c1=O	0	0	-4	-9	4
50	CC(C)N1C(=O)c2ccc(C(=O)O)cc2C1=O	0	2	3	-20	2
51	Cc1cc(=O)n(CCCc2ccccc2)[nH]1	37*	-3	7	3	0
52	Cc1ccc(NC(=O)NCCc2ccc(S(N)(=O)=O)cc2)cc1	2	4	-3	-1	0
53	Cc1ccc(S(=O)(=O)N2CCN(CCOc3cccc(C)c3)CC2)cc1	8	1	2	-4	2
54	CNc1ccncc1S(=O)(=O)NC	-4	6	8	-4	-3

item	ADAM10 inh	ASAP1 inh	ADAM17 inh	Tn6 DDE FP	Tn7 DDE FP
49	-15	1	-9	1	1
50	-2	-2	-3	6	9
51	-2	7	-3	1	4
52	2	1	-3	5	5
53	-4	-5	-1	2	1
54	-4	-5	1	4	-2

Filtered by structure: those above with a thiophene ring, fused or not (2)
item	molecule	TDP2 absorb	ARFGAP1 inh	SIAE primary	PLC-beta3 inh	PLCg1 inh
9	C=CCNC(=O)CSc1nc2scc(-c3ccco3)c2c(=O)n1CC=C	9	14	3	-17	-10
33	O=C(Nc1ccc(N2CCN(C(=O)C3CC3)CC2)cc1)c1cccs1	-2	20	-4	0	-2

item	ADAM10 inh	ASAP1 inh	ADAM17 inh	Tn6 DDE FP	Tn7 DDE FP
9	-8	6	-7	5	-2
33	-1	13	-1	-3	-5

Entries by screen from the entries so far.
Nos. 49 to 54 in TDP2 absorb: 0, 0, 37*, 2, 8, -4
